Pemphigus Ab inh: blocks pemphigus antibody binding to human desmoglein-3. P32926. DSG3-coupled beads, scFv-anti-DSG3-GFP binding, flow cytometry; active compounds read low. binding (percent of control), % at 10 µM. hit rate 0.48% among 310,000. AID 588358;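 active = binding more than 3 SD below its plate's average and above zero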;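 also: hits lower antibody fragment binding to DSG3; some compounds called inactive have numbers as strong as hits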
Ecoli viability: reduces bacterial viability in AddAB counter-screen; E. coli V3065 growth, OD600 absorbance, 18 h; hit rate 0.27% among 330,000; inhibition, % at 11.9 µM; AID 449728;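 active = inhibition above the campaign's mean inhibition across all tested compounds plus 3 SD, cut at about 9.9% in these data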;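 also: uninfected addAB+ strain grown without phage in ampicillin broth; 0% = DMSO wells and 100% = ciprofloxacin 0.95 µg/ml wells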
PfHsp90 yeast 2: reduces growth (ATP signal) of yeast expressing P. falciparum Hsp90. hit rate 0.32% among 310,000. AID 504621. inhibition, % at 9.4 µM. S. cerevisiae expressing PfHsp90, BacTiter-Glo ATP, 48 h; yeast lacking PDR1 and PDR3 efflux regulators;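 active = every replicate shows inhibition above about 80%, whatever the replicate mean, limit read from the data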;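 also: 0% = DMSO neutral controls and 100% = 20 µM radicicol positive controls; yeast relying on Plasmodium falciparum Hsp90 in place of its own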
AddAB inh: less growth of phage-infected E. coli with AddAB; E. coli expressing H. pylori AddAB, absorbance growth; inhibition, % at 11.9 µM; hit rate 0.29% among 330,000; AID 435030; in the data active = inhibition above about 12%;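 also: 0% = vehicle wells of infected cells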
PKA-R1A act: activates the PKA-R1A holoenzyme complex. AID 504707. PKA-R1A dissociation, Cy5-IP20 fluorescence polarization; scaled: DMSO 0%, 113 µM cGMP 100%. hit rate 0.083% among 340,000. activation, % at 11.4 µM;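 active = percent activation above the mean of all tested compounds plus 3 SD, cut at about 19% in these data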;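 also: higher means more PKAc released from R1A so a rise in polarization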
OPRM1-OPRD1 ag: OPRM1-OPRD1 heterodimerization agonism. P35372+P41143. cells, luminescence. activation, % at 9.3 µM. hit rate 0.3% among 340,000; in the data active = activation above about 18%;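 also: 0% = vehicle-treated cells and 100% = reference agonist; values of inactives mirror those of a sister screen read the other way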
Target sequence (P35372 whole entry, looked up): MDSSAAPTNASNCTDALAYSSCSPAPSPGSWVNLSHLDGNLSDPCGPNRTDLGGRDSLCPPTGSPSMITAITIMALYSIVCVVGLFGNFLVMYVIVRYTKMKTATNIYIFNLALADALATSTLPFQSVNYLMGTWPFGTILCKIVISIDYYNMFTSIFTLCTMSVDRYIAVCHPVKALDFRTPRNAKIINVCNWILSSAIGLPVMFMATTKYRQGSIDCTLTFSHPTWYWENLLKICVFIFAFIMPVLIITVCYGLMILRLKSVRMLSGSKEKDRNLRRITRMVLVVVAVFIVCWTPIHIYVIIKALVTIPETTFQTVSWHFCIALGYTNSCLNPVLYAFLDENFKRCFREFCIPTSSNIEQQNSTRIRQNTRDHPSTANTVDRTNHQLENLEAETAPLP
Target sequence (P41143 whole entry, looked up): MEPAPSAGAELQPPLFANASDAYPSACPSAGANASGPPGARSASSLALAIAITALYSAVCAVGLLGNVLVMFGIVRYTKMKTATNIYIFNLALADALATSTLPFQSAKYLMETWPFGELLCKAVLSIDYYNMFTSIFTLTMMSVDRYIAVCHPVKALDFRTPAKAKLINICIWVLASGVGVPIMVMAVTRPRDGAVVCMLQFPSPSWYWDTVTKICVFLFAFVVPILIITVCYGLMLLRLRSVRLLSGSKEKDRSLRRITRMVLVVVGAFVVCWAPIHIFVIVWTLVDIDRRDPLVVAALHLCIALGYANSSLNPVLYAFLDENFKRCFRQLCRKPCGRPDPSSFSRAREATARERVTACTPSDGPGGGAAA
Tat transport: inhibitors of E. coli Tat protein transport; inhibition, % at 10 µM; E. coli MC4100 TorA-mCherry Tat export, fluorescence; AID 488895; hit rate 0.036% among 340,000;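 active = mean replicate inhibition at least 50% and at least half of replicates individually reaching 50%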;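 also: exported cargo escapes ClpAP degradation while cytoplasmic cargo is degraded and loses fluorescence; 0% = median of neutral control wells and 100% = median of NaSCN control wells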
MOR-DOR inv ag: inverse agonists of human mu-delta opioid receptor heterodimerization; cell-based MOR-DOR heterodimer luminescence, inverse agonism; hit rate 0.21% among 340,000; P35372+P41143; AID 504357; inhibition, % at 9.3 µM; in the data active = inhibition above about 22%, passing the limit was not always enough;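 also: 0% = cells with DMSO and 100% = wells without cells with DMSO; values of inactives mirror those of a sister screen read the other way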
phage Ecoli inh: E. coli growth loss with phage present | growth absorbance | AID 651602 | hit rate 0.26% among 360,000 | inhibition, % at 11.9 µM; in the data active = inhibition above about 11%
Arr AP2 block: inhibitors of human beta-arrestin and AP2 interaction. FITC-arrestin peptide / GST-AP2 beads, flow cytometry; AP2 beta2 appendage carries R879A mutation. inhibition, % at 10 µM. hit rate 0.31% among 340,000;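 active = inhibition above a set limit, near 3 SD of compounds lacking own fluorescence, cut at about 54% in these data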;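 also: plate controls were DMSO wells for no effect and 5 µM unlabelled arrestin peptide for full effect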
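Test system: GST-tagged AP2 beta2-adaptin appendage (R879A) on 4 µm glutathione beads; also added: fluorescein-tagged arrestin peptide at 50 nM final; timing: 12 min plus 1 h, RT; signal: flow cytometry, FL1 (488/535 nm); read-out: percent drop in bead-associated FITC signal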
Mot1-301 SUMO: inhibitors of SUMOylation pathway: yeast Mot1-301 growth rescue; growth rescue, % at 18.8 µM; S. cerevisiae Mot1-301 growth rescue, ATP luminescence, 38.5C; percent above DMSO median, 100 means doubled; AID 2716; hit rate 1% among 320,000;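 active = every valid replicate shows activation above 250% relative to neutral control wells; inactive = the rest, any valid replicate at or below 250%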;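 also: OY570 slx delta 5 strain wells were the positive control but not used for scaling; some compounds called inactive have numbers as strong as hits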
An asterisk follows results filed as active; . = no result given.

smiles,MOR-DOR inv ag,Pemphigus Ab inh,Arr AP2 block,Tat transport,Mot1-301 SUMO,OPRM1-OPRD1 ag,PfHsp90 yeast 2,Ecoli viability,phage Ecoli inh,PKA-R1A act,AddAB inh
CSc1nc2nc(C(F)(F)F)cc(-c3ccccc3)n2n1,-1,86,-11,-4,-7,0.1,6,-0.8,1.6,13,2.2
Cc1nnc(SCC(=O)NCCC2=CCCCC2)[nH]c1=O,-6,.,6,-9,4,1.5,-12,1.3,6.0,11,-0.2
CCC(CC)C(=O)Nc1cccc(C(=O)Nc2ccc(S(N)(=O)=O)cc2)c1,2,98,18,-3,-10,-0.5,-8,-2.4,3.2,-14,0.5
Cc1csc(CNC(=O)CC2C(=O)NCCN2Cc2ccc(F)cc2Cl)n1 (stereo unspecified),7,104,-18,7,24,-1.3,9,2.0,0.6,-5,-0.4
CN(Cc1ccccc1)CC(O)CN(C)Cc1ccccc1,12,122,33,-2,.,-2.4,7,.,3.9,0,.
COc1ccc(C2(O)CCN(C(=O)NC3CCCCC3)CC2)cc1,7,99,-7,-5,301,-1.3,32,2.0,-0.3,1,-0.3
CCN1C(=O)CSc2ccc(C(=O)NCCCN3CCOCC3)cc21,2,104,-6,0,-25,-0.3,18,-1.5,3.9,6,-1.8
CC(C)Oc1ccc(C(=O)NC(=S)Nc2ccc(CN3CCOCC3)cc2)cc1,10,90,6,-5,-8,-2.1,5,-0.3,3.7,4,-0.7
O=C(Cc1ccc(Br)cc1)Nc1cccc(-c2cn3c(n2)SCC3)c1,-7,.,.,-6,-7,1.5,5,0.8,2.8,-1,1.5
CC(C)(C)NC(=O)CSc1nc2cccnc2n1C1CCCCC1,-7,119,6,-1,4,1.4,-8,1.5,0.2,-1,1.6
O=C(NCCCN1CCOCC1)C1CC(=O)N(c2ccccc2)C1 (stereo unspecified),4,121,-7,5,37,-0.5,5,0.2,0.3,6,3.1
CCC1CCCCN1C(=O)N[C@@H](CCSC)C(=O)OC (stereo partly specified),8,100,6,1,4,-1.5,-12,1.3,2.7,6,1.4
O=C(NNC(=O)c1ccccc1Cl)c1csc(N2CCOCC2)n1,3,105,20,-7,1,-0.5,.,2.1,2.9,3,-1.9
O=C(NCc1ccc(N2CCCC2=O)cc1)C1CCC(=O)N(Cc2ccccc2F)C1 (stereo unspecified),7,.,-6,7,-4,-1.4,-25,0.0,0.8,3,0.6
Cc1ccc(S(=O)(=O)N2CCOCC2)cc1C(=O)OCCOc1cccc(Cl)c1,14,98,-8,9,8,-3.0,11,2.0,1.3,-2,1.2
COC(=O)c1c(NC(=O)CSc2ncnc3c2cnn3-c2ccccc2Cl)sc2c1CCCC2,9,96,-5,-4,6,-1.4,-23,1.4,2.2,-1,1.9
COC(=O)c1c(NC(=O)/C=C/C(=O)O)sc(C)c1-c1ccc(C)c(C)c1,9,88,-4,0,-22,-1.8,-11,1.0,2.0,3,3.5
CC(NS(=O)(=O)c1ccc(Br)cc1)C(=O)Nc1nc2ccccc2[nH]1 (stereo unspecified),1,100,-12,1,6,-0.3,4,-1.9,1.8,1,1.6
COC(=O)c1cn(NC(=O)c2cc(OC)c(OC)c(OC)c2)c(=O)c2ccccc12,-1,.,-5,-21,8,0.2,-8,2.5,5.0,0,3.6
Cc1cccc(N(CC(=O)NCc2ccccc2)C(=O)Cn2nnc(-c3ccc(C)o3)n2)c1,3,.,11,1,15,-0.6,11,0.0,-0.7,1,0.2
CCOC(=O)C1CN(S(=O)(=O)c2ccccc2)c2cc(S(=O)(=O)CC)ccc2O1 (stereo unspecified),-2,100,28,0,-21,0.3,-112,-3.8,-2.8,7,-1.2
C/C(=N\NC(=O)CCC(=O)NCc1ccccc1)c1ccco1,6,103,-4,-7,8,-1.2,-15,.,3.4,-4,.
COc1ccccc1CP(=O)(c1ccccc1)c1ccccc1,12,120,21,-6,-27,-2.3,3,-0.6,1.6,-3,-0.2
O=C(NC(=S)Nc1ccc(Oc2ccccc2)cc1)c1ccc(Cl)cc1,-3,87,20,3,75,0.6,0,0.7,2.7,-1,1.6
Cc1cccc(-c2nc(CS(=O)CC(=O)NCCCSC3CCCCC3)c(C)o2)c1 (stereo unspecified),-15,105,-11,9,3,3.1,.,-1.6,4.8,9,-0.5
CCN(CC)C(=S)SCC(=O)c1c(C)[nH]c2ccccc12,-24,98,2,3,0,4.8,14,1.2,2.8,-14,2.8
COc1ccc(N2CCN(C(=O)CNC(=O)Cn3c(C)cc4ccccc4c3=O)CC2)cc1,8,103,7,-4,-3,-1.6,.,-3.9,1.6,-9,-0.3
COc1ccc(OC)c(CNC(=O)CCn2nc(C)c3c(C)n(-c4ccccc4)nc3c2=O)c1,2,95,20,-2,-1,-0.5,-14,-0.9,3.7,-1,2.6
COc1ccc(C(=O)Nc2ccccc2C(=O)N2CCCCCC2)cc1OC,22,99,-6,-5,-7,-4.3,6,2.4,0.9,6,1.1
CS(=O)(=O)NN1C(=O)c2ccccc2NC1c1cccs1 (stereo unspecified),9,87,4,-3,5,-1.5,20,1.2,2.9,11,0.9
Cc1cc(N2CCN(C)CC2)nc2ccc(NC(=O)CCC(=O)NCc3ccco3)cc12,4,95,2,-9,-5,-0.8,6,-1.1,1.8,11,0.5
Cc1ccc(-c2noc(CCCC(=O)Nc3cccnc3)n2)cc1,1,91,10,-4,6,-0.3,.,0.6,4.4,-15,2.5
Brc1c(CSc2nncc3ccccc23)nc2ccccn12,13,109,-7,2,-8,-2.6,7,-4.0,-0.8,2,-0.2
CCOC(=O)N1CCN(c2c(NCc3ccc(F)cc3)c(=O)c2=O)CC1,16,100,-18,0,140,-2.9,-5,0.5,1.6,-2,1.2
Nn1c(SCC(=O)NC2CCCc3ccccc32)nnc1-c1cccs1 (stereo unspecified),0,.,13,4,-6,0.0,.,-0.5,2.5,2,0.4
CC1Cc2ccccc2N1C(=O)COC(=O)c1ccc(S(=O)(=O)N(C)C)cc1 (stereo unspecified),10,112,-2,3,-11,-1.9,11,0.3,1.9,0,1.7
O=C(NCCOC(=O)c1ccc(F)cc1)c1ccc(F)cc1,3,91,-12,2,-9,-0.5,13,-1.0,0.1,3,-0.5
CCOc1ccc(-n2c(=O)[nH]cc(C(=O)Nc3ccc(OC)c(OC)c3)c2=O)cc1,-3,104,14,-5,-23,0.7,21,-2.9,3.5,2,-0.7
CCOC(=O)N1CCN(S(=O)(=O)c2ccc(C(=O)Nc3ccc4c(c3)C(=O)NC4=O)cc2)CC1,6,113,8,-1,0,-1.1,8,3.8,4.0,13,0.7
COC(=O)c1ccc(CN(c2ccc(C(=O)O)c(O)c2)S(=O)(=O)c2ccc(Cl)c([N+](=O)[O-])c2)cc1,-5,102,4,-4,-35,1.2,-18,3.1,4.1,-9,0.7
O=C1CC(N2CCN(C/C=C/c3ccccc3)CC2)C(=O)N1Cc1ccc(N2CCCC2=O)cc1 (stereo unspecified),0,107,6,-4,-10,0.0,9,-0.3,4.5,4,1.1
COc1ccc(NC(=O)c2ccc3c(c2)NC(=O)CS3)cc1,2,101,23,8,22,-0.6,8,0.9,1.3,3,3.3
Clc1ccc(-c2n[nH]c3c2CCC3)c(Cl)c1,-27,92,5,7,-9,4.5,-8,-1.8,2.5,-18,-2.7
O=C(Nc1nnc(C2CC2)s1)c1cccc(S(=O)(=O)N2CC(c3ccccc3)CC2=O)c1 (stereo unspecified),-3,99,-9,-2,.,0.6,-20,-0.9,2.1,-5,-1.3
COc1ccc(CCNC(=O)C2CC(=O)N(c3ccccc3)C2)cc1OC (stereo unspecified),5,.,6,3,14,-0.8,1,-1.7,3.9,3,-5.4
CCNC(=S)NNC(=O)c1cc(-c2cccc(OCC)c2)nc2ccccc12,15,107,-1,-5,-17,-2.8,-32,1.8,0.2,-5,2.5
Cc1cc(C)c(S(C)(=O)=O)c(Oc2cccc(Cl)c2)n1,15,97,21,18,11,-2.9,-22,2.1,-2.3,-12,3.4
COC(=O)c1cn[nH]c1NC(=S)Nc1ccc(C)cc1Cl,-13,104,-3,6,3,2.4,1,-2.3,0.9,-3,-1.2
Cc1ccc(NC(=O)Cn2c(=S)[nH]c3ccccc32)cc1,.,94,-3,-6,0,.,25,-0.5,4.5,9,-0.2
CCOc1ccccc1N1CCN(S(=O)(=O)c2cccs2)CC1,-10,83,11,0,-6,1.6,-7,-1.1,3.6,3,2.1
CCOC(=O)CN(C(=O)CN1CCOCC1)c1ccc(Br)cc1,21,103,18,1,16,-4.6,.,-1.5,1.8,1,0.0
